Compound activity (PubChem BioAssay)
NFkB SMM = NF-kappa-B p105 (human) binding. P19838. Small molecule microarray, anti-His fluorescence binding. calls only. actives 1.3% (n = 17,000). AID 624139;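 active = spot fluorescence over background significantly raised, with a chance value under 7% in all four replicate spots of the compound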;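 note: probe protein is his-tagged human p50 processed subunit at 1 µg/ml; raw spot fluorescence signals with no normalization applied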
Target sequence (P19838 1-433 limits assumed): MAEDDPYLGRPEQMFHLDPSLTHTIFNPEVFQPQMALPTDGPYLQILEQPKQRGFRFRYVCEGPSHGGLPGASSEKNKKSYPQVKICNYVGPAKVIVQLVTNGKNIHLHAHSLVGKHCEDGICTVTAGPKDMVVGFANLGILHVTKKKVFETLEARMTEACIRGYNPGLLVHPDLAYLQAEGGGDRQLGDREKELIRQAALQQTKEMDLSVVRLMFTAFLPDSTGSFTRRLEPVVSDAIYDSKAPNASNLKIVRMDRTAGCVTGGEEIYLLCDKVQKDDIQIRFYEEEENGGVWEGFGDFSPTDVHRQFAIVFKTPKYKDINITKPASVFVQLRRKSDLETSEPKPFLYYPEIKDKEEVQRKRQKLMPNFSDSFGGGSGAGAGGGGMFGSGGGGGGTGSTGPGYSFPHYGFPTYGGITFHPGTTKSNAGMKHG
Calls only; i = inactive. This is a subset (hit frequency here may not be typical).

Structure	NFkB SMM
CC(Sc1nc2ccccc2c(=O)[nH]1)C(=O)Nc1ccc(Cl)cc1 (centres undefined)	i
Cc1cc(C)n(CC(O)COc2ccc3cc(Br)ccc3c2)n1 (centres undefined)	i
C[C@H]1CN([C@@H](C)CO)C(=O)c2cc(NC(=O)CCC(F)(F)F)ccc2O[C@H]1CN(C)C(=O)Nc1ccccc1	i
Cc1noc(C)c1NC(=O)N(C)C[C@H]1Oc2ccc(NC(=O)CCN3CCOCC3)cc2CC(=O)N([C@H](C)CO)C[C@@H]1C	i
Cc1noc(C)c1S(=O)(=O)Nc1ccc2c(c1)C(=O)N([C@@H](C)CO)C[C@@H](C)[C@@H](CN(C)C(=O)Cc1ccccc1)OCCCC[C@@H](C)O2	i
C[C@H](CO)N1C[C@H](C)[C@H](CN(C)C(=O)Nc2ccccc2)Oc2ccc(NC(=O)Cc3ccccc3)cc2C1=O	i
C[C@H](CO)N1C[C@H](C)[C@@H](CN(C)Cc2ccc(Oc3ccccc3)cc2)Oc2c(NC(=O)C3CCOCC3)cccc2C1=O	i
O=c1cc(-c2ccc(O)c(O)c2)c2c(O[C@@H]3O[C@H](CO)[C@@H](O)[C@H](O)[C@H]3O)cc(O)cc2o1	i
C[C@H](CO)N1C[C@H](C)[C@@H](CN(C)S(=O)(=O)c2cn(C)cn2)Oc2ccc(NC(=O)Nc3ccc(F)cc3)cc2C1=O	i
C[C@@H]1CN([C@@H](C)CO)C(=O)c2cc(NS(C)(=O)=O)ccc2O[C@@H](C)CCCCO[C@H]1CN(C)C(=O)CCC(F)(F)F	i
C[C@H]1CCCCO[C@H](CN(C)C(=O)CCC(F)(F)F)[C@@H](C)CN([C@@H](C)CO)C(=O)c2cc(NC(=O)NC3CCCCC3)ccc2O1	i
C[C@@H]1CCCCO[C@H](CN(C)C(=O)Cc2ccccc2)[C@@H](C)CN([C@H](C)CO)C(=O)c2cc(NC(=O)Nc3ccc(F)cc3)ccc2O1	i
C[C@H](CO)N1C[C@H](C)[C@H](CN(C)Cc2ccccc2)Oc2ncc(-c3cc4ccccc4o3)cc2C1=O	i
Cc1ccc(-c2nnc3c4ccccc4c(C)nn23)cc1S(N)(=O)=O	i
CC(C)NC(=O)Nc1ccc2c(c1)CC(=O)N([C@H](C)CO)C[C@H](C)[C@H](CN(C)S(=O)(=O)c1ccccc1)O2	i
C[C@@H]1CN([C@@H](C)CO)C(=O)Cc2cc(NS(=O)(=O)c3ccc(Cl)cc3)ccc2O[C@H]1CN(C)CC1CCCCC1	i
C[C@@H]1CN([C@@H](C)CO)C(=O)c2cccc(NS(=O)(=O)c3cn(C)cn3)c2O[C@@H]1CN(C)CC1CC1	i
CN1Cc2cc3c(cc2CCC(=O)c2cc4c(cc2C1)OCO4)OCO3	i
CC(=O)CCCCCCCc1[nH]c2ccccc2c(=O)c1O[C@@H]1O[C@H](CO)[C@@H](O)[C@H](O)[C@H]1O	i
C[C@@H]1CN([C@H](C)CO)C(=O)c2cc(NC(=O)Cc3ccccc3)ccc2O[C@@H](C)CCCCO[C@@H]1CN(C)C	i
CNC[C@@H]1Oc2c(NC(=O)c3nc4ccccc4s3)cccc2C(=O)N([C@H](C)CO)C[C@H]1C	i
COc1ccc(NC(=O)Nc2ccc3c(c2)CC(=O)N([C@H](C)CO)C[C@@H](C)[C@H](CN(C)S(=O)(=O)c2ccc(C)cc2)O3)cc1	i
C[C@H](CO)N1C[C@H](C)[C@H](CN(C)C(=O)Nc2ccccc2)Oc2ccc(NC(=O)Cc3cn(C)c4ccccc34)cc2CC1=O	i
CC(C)NC(=O)Nc1cccc2c1O[C@H](CN(C)C(=O)Nc1ccc3c(c1)OCO3)[C@H](C)CN([C@H](C)CO)C2=O	i
CNC[C@@H]1Oc2c(N)cccc2C(=O)N([C@@H](C)CO)C[C@H]1C	i
COc1cccc2cc(-c3nnc(SCC(=O)c4ccccc4)n3C)oc12	i
COc1cc([N+](=O)[O-])ccc1NC(=O)CSc1ncccn1	i
COc1ccccc1NC(=O)N(C)C[C@H]1OCc2cnnn2CCCC(=O)N([C@@H](C)CO)C[C@@H]1C	i
C[C@H](CO)N1C[C@H](C)[C@@H](CN(C)C(=O)Nc2cccc3ccccc23)Oc2c(NC(=O)C3CCOCC3)cccc2C1=O	i
C[C@H]1CN([C@@H](C)CO)C(=O)Cc2cc(NC(=O)C3CC3)ccc2O[C@H]1CN(C)Cc1ccc(Cl)c(Cl)c1	i

Next part, overlapping the part above by 2 compounds.
Structure	NFkB SMM
C[C@H](CO)N1C[C@H](C)[C@@H](CN(C)C(=O)Nc2cccc3ccccc23)Oc2c(NC(=O)C3CCOCC3)cccc2C1=O	i
C[C@H]1CN([C@@H](C)CO)C(=O)Cc2cc(NC(=O)C3CC3)ccc2O[C@H]1CN(C)Cc1ccc(Cl)c(Cl)c1	i
COc1cccc(OCC(=O)Nc2ccc(Sc3ccc([N+](=O)[O-])cc3)cc2)c1	i
C[C@@H]1CN([C@@H](C)CO)C(=O)c2cc(NC(=O)Cn3cnnn3)ccc2O[C@@H]1CN(C)S(=O)(=O)c1cccs1	i
O=C(COc1ccc(C(=O)Nc2ccccc2Cl)cc1)Nc1ccccc1C(F)(F)F	i
CC(C)NC(=O)Nc1ccc2c(c1)C(=O)N([C@@H](C)CO)C[C@@H](C)[C@H](CN(C)S(=O)(=O)c1cccs1)OCCCC[C@H](C)O2	i
COc1ccc(CN(C)C[C@H]2Oc3ccc(NS(=O)(=O)c4ccc(Cl)cc4)cc3CC(=O)N([C@@H](C)CO)C[C@H]2C)cc1	i
CC(C)CCCC(C)(O)c1ccc(C(=O)O)cc1O (centres undefined)	i
C[C@H](CO)N1C[C@H](C)[C@H](CN(C)C(=O)Nc2ccc3c(c2)OCO3)Oc2ccc(NC(=O)c3ccncc3)cc2C1=O	i
C=CCOC(=O)C1=C[C@H](c2coc3ccccc3c2=O)C[C@H](OCc2ccc(CO)cc2)O1	i
O=C1O[C@@H](c2ccccc2)[C@@H](c2ccccc2)N2[C@@H](c3ccc(OCCO)cc3)[C@]3(C(=O)Nc4ccc(C#CC5(O)CCCCCC5)cc43)[C@@H](C(=O)NC[C@H](O)c3ccccc3)[C@H]12	i
Cc1cc(C)c(S(=O)(=O)NCCN2CCN(S(=O)(=O)c3c(C)cc(C)cc3C)CC2)c(C)c1	i
COc1ccc(C)cc1S(=O)(=O)N(C)CC(=O)Nc1ccc(F)cc1	i
C[C@@H]1CN([C@@H](C)CO)C(=O)Cc2cc(NC(=O)CCC(F)(F)F)ccc2O[C@H]1CN(C)Cc1ccc2c(c1)OCO2	i
CCO[C@H]1OC(C(=O)NC2CC2)=C[C@@H](C2CCCCC2)[C@@H]1CCCO	i
CC(=O)Oc1cccc(C(=O)O)c1OC(C)=O	i
C[C@@H]1CCCCO[C@@H](CN(C)S(=O)(=O)c2ccc(F)cc2)[C@H](C)CN([C@@H](C)CO)C(=O)c2cc(NC(=O)c3ccncc3)ccc2O1	i
C[C@H](CO)N1C[C@H](C)[C@@H](CN(C)Cc2ccccc2)Oc2ccc(N(C)C)cc2C1=O	i
O=C(CN1C(=O)c2ccccc2S1(=O)=O)Nc1ccc(Cl)cc1	i
C[C@@H]1CN([C@H](C)CO)C(=O)Cc2cc(NC(=O)NC3CCCCC3)ccc2O[C@@H]1CN(C)C(=O)Nc1ccc(F)cc1	i
COc1ccc(CN(C)C[C@H]2Oc3c(NS(=O)(=O)c4cn(C)cn4)cccc3C(=O)N([C@@H](C)CO)C[C@@H]2C)cc1	i
Cc1ccc(NC(=O)CSCC(N)=O)cc1C	i
C[C@H]1CN([C@@H](C)CO)C(=O)c2cccc(NS(=O)(=O)c3cccs3)c2O[C@@H]1CN(C)Cc1ccc(C(F)(F)F)cc1	i
C[C@@H]1CCCCO[C@H](CN(C)C(=O)Cc2ccccc2)[C@@H](C)CN([C@H](C)CO)C(=O)c2cc(NC(=O)c3ccncc3)ccc2O1	i
C[C@H](CO)N1C[C@H](C)[C@H](CN(C)C(=O)Nc2ccc3c(c2)OCO3)Oc2ccc(NS(C)(=O)=O)cc2C1=O	i
Cn1c(=O)n(CC(=O)Nc2cccnc2)c2ccccc21	i
CC(=O)O[C@@H]1[C@@H](O)[C@H](C)O[C@@H](O[C@H]2[C@@H]3C=CO[C@@H](O[C@@H]4O[C@H](CO)[C@@H](O)[C@H](O)[C@H]4O)[C@@H]3[C@@]3(CO)O[C@@H]23)[C@@H]1OC(=O)/C=C/c1ccccc1	i
COc1cc(/C=C/CO)ccc1OC/C=C(\C)CCC=C(C)C	i
Cc1nc(SCc2cccc(C(=O)O)c2)nc2c1CCCC2	i
Cc1noc(C)c1S(=O)(=O)Nc1cccc2c1O[C@H](CN(C)C(=O)NC1CCCCC1)[C@H](C)CN([C@@H](C)CO)C2=O	i
N#C/C(=C(/N)Sc1ccc(N)cc1)c1ccccc1C(F)(F)F	i
CNC[C@H]1Oc2ccc(N(C)C)cc2C(=O)N([C@H](C)CO)C[C@@H]1C	i
Cc1nn(Cc2ccc(C(=O)NC3CCCCC3)o2)c(C)c1Br	i
COc1ccccc1CNC(=O)c1ccccc1N(C)S(C)(=O)=O	i
C[C@@H]1CN([C@H](C)CO)C(=O)c2cc(NC(=O)Cc3ccccc3)ccc2O[C@@H]1CN(C)C(=O)Nc1ccccc1	i
Cc1ccc(-c2csc3ncnc(SCC(=O)Nc4ccccc4C(C)C)c23)cc1	i
CNC[C@H]1OCCCC[C@@H](C)Oc2ccc(NC(=O)CCC(F)(F)F)cc2C(=O)N([C@H](C)CO)C[C@@H]1C	i
O=C(CSc1nnc(-c2ccccc2)n1C1CCCCC1)Nc1ccccc1	i
COc1ccc(S(=O)(=O)N(C)C[C@@H]2Oc3c(NC(=O)Nc4ccccc4)cccc3C(=O)N([C@@H](C)CO)C[C@@H]2C)cc1	i
C[C@@H]1CN([C@H](C)CO)C(=O)c2cc(NS(C)(=O)=O)ccc2O[C@@H](C)CCCCO[C@H]1CN(C)C(=O)Nc1ccccc1	i
COc1ccccc1NC(=O)C1=C(C)NC(=S)NC1c1ccccc1OCC(=O)O (centres undefined)	i
Cc1noc(C)c1S(=O)(=O)N(C)C[C@H]1Oc2ccc(NC(=O)Nc3ccc(F)cc3)cc2CC(=O)N([C@@H](C)CO)C[C@@H]1C	i
C[C@@H]1CCCCO[C@H](CN(C)C(=O)Nc2ccc(F)cc2)[C@H](C)CN([C@H](C)CO)C(=O)c2cc(NS(=O)(=O)c3ccccc3)ccc2O1	i
O=C1NC(Cc2c[nH]c3ccccc23)C(=O)N2CCCC12 (centres undefined)	i
C[C@@H]1CN([C@@H](C)CO)C(=O)CCCn2cc(nn2)CO[C@H]1CN(C)Cc1ccc2c(c1)OCCN2C	i
Cc1c(O)ccc(-c2[nH]ncc2-c2nncn2-c2ccccc2)c1O	i
COc1ccc(NC(=O)Nc2ccc3c(c2)CC(=O)N([C@@H](C)CO)C[C@@H](C)[C@@H](CN(C)S(C)(=O)=O)O3)cc1	i
C[C@H]1CN([C@@H](C)CO)C(=O)c2cccc(NC(=O)c3nc4ccccc4s3)c2O[C@@H]1CN(C)CC1CC1	i
Cc1noc(C)c1NC(=O)N(C)C[C@@H]1OCCCC[C@H](C)Oc2ccc(NC(=O)Cc3ccccc3)cc2C(=O)N([C@H](C)CO)C[C@@H]1C	i
C[C@H]1CN([C@@H](C)CO)C(=O)c2cccc(NS(=O)(=O)c3cn(C)cn3)c2O[C@H]1CN(C)Cc1ccc(Cl)c(Cl)c1	i
CCOC(=O)Oc1c(OC)cc(C(=O)O[C@@H]2C[C@@H]3CN4CCc5c([nH]c6cc(OC)ccc56)[C@H]4C[C@@H]3[C@H](C(=O)OC)[C@H]2OC)cc1OC	i
CC(C)=CCC/C(C)=C/CCC1(C)Oc2c(c(O)cc3c2CN(C(CCC(=O)O)C(=O)O)C3=O)CC1O (centres undefined)	i
C[C@@H]1CN([C@H](C)CO)C(=O)c2cccc(N(C)C)c2O[C@@H]1CN(C)C(=O)Nc1ccc(C(F)(F)F)cc1	i
C[C@@H]1CN([C@H](C)CO)C(=O)c2cc(NC(=O)CCCN(C)C)ccc2O[C@@H]1CN(C)C(=O)Nc1ccccc1	i
CC(C)C(NS(=O)(=O)c1ccc(-c2ccc(Br)cc2)cc1)C(=O)O (centres undefined)	i
COc1ccc(CN(C)C[C@@H]2Oc3ccc(NC(=O)CCN4CCOCC4)cc3C(=O)N([C@H](C)CO)C[C@H]2C)cc1	i
C[C@@H]1CN([C@H](C)CO)C(=O)c2cc(NC(=O)CCCN(C)C)ccc2O[C@@H]1CN(C)C(=O)Nc1cccc2ccccc12	i
COc1ccc2cc(Br)ccc2c1CC(=O)Nc1cccnc1	i
CC(C)NC(=O)Nc1ccc2c(c1)C(=O)N([C@@H](C)CO)C[C@@H](C)[C@H](CN(C)C(=O)Cc1ccccc1)OCCCC[C@H](C)O2	i
C[C@@H]1C=C(C(=O)N2CCCCCCC2)O[C@H](OCc2ccc(CO)cc2)C1	i
C[C@@H]1CN([C@H](C)CO)C(=O)c2cc(NC(=O)CCN3CCOCC3)ccc2O[C@@H]1CN(C)C(=O)Nc1ccccc1	i

Entries above with an NH in an aromatic ring (5):
Structure	NFkB SMM
CC(Sc1nc2ccccc2c(=O)[nH]1)C(=O)Nc1ccc(Cl)cc1 (centres undefined)	i
CC(=O)CCCCCCCc1[nH]c2ccccc2c(=O)c1O[C@@H]1O[C@H](CO)[C@@H](O)[C@H](O)[C@H]1O	i
O=C1NC(Cc2c[nH]c3ccccc23)C(=O)N2CCCC12 (centres undefined)	i
Cc1c(O)ccc(-c2[nH]ncc2-c2nncn2-c2ccccc2)c1O	i
CCOC(=O)Oc1c(OC)cc(C(=O)O[C@@H]2C[C@@H]3CN4CCc5c([nH]c6cc(OC)ccc56)[C@H]4C[C@@H]3[C@H](C(=O)OC)[C@H]2OC)cc1OC	i
